Screening data: PubChem, National Center for Advancing Translational Sciences (NCATS)
VP16 counter: inhibits Gal4-VP16 luciferase reporter, ROR gamma counter-screen; actives 3.5% (n = 310,000); Drosophila S2 Gal4-VP16 UAS-luciferase, luminescence, 20 h; Potency, µM (top dose mostly 53.6 µM), inactives show top-dose activity, negative = inhibition, hits mostly inhibitors;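 also: Gal4-VP16 expression switched on by copper sulfate through the metallothionein promoter; potency is read from the fitted curve at half-maximal effect; % is scaled to controls: 0 for no effect and ±100 for the full control effect; nearly all actives have a fitted effect of over 50% in size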
RORgamma inh: blocks mouse ROR gamma transcriptional activity; P51450; Drosophila S2 Gal4-RORgamma UAS-luciferase reporter, 20 h; Potency, µM (series often up to 53.6 µM), inactives show top-dose activity change, negative = inhibition, usual class: inhibitors; actives 5.4% (n = 310,000); also: potency is read from the fitted curve at half-maximal effect; % is scaled to controls: 0 for no effect and ±100 for the full control effect; nearly all actives have a fitted effect of over 60% in size
Target sequence (P51450 whole entry, looked up, the tested form may be a part): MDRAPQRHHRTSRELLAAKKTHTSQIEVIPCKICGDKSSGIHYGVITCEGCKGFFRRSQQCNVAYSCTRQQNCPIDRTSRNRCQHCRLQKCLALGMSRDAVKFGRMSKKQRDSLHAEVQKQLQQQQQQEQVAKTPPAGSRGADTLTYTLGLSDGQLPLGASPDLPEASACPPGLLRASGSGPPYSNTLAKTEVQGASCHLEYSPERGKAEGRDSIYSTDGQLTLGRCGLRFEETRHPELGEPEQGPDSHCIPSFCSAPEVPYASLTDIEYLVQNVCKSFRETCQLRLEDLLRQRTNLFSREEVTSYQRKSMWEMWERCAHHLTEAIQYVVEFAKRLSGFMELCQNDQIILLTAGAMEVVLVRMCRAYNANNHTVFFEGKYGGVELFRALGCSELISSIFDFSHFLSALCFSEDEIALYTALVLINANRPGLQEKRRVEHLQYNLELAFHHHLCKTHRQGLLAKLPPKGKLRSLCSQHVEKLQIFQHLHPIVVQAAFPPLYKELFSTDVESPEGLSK
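A Gal4/UAS one-hybrid system in insect cells: metallothionein-promoter Gal4–ROR gamma fusion plus Photinus luciferase reporter. Copper sulfate 700 uM final, 20 hr ambient incubation, luminescent detection after 10 min with reagent.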
PKM2 activator: PKM2 (human) enzyme activation; purified PKM2, Kinase-Glo ATP luminescence, activation; response scale: 0% is enzyme alone, no compound; Potency, µM (top dose mostly 57.5 µM), for the others: top-dose activation, actives largely listed as activators; actives 0.34% (n = 260,000); also: potency is read from the fitted curve at half-maximal effect; % is scaled to controls: 0 for no effect and ±100 for the full control effect; nearly all actives have a fitted effect of over 55% in size
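ATP formation by purified human PK-M2, quantified via coupled luciferase luminescence after 1 h at room temperature with 0.1 mM ADP and 0.5 mM PEP final.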
p53 reactivation: mutant p53 re-activation in reporter cells. H1299 p53-A138V BP100-luciferase reporter, luminescence, 24 h. Potency, µM (titrated, usually from 92.2 µM), without a hit: top-dose activity change, positive = activation, most hits filed as activators. actives 0.063% (n = 320,000). AID 504706; also: potency is read from the fitted curve at half-maximal effect; % of control where 0% means no effect; nearly all actives have a fitted effect of over 45% in size
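p53-null H1299 cells stably carrying temperature-sensitive p53-A138V and a BP100-luciferase reporter were pinned with compounds (4-point, 1:5 series) and held 24 hrs at 37 deg C. Luminescence was read 10 min after detection reagent.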
Giardia killer: Giardia lamblia killing | Giardia lamblia trophozoite viability | activity change, % at 7.66 µM, hits read low | actives 0.15% (n = 340,000) | AID 540267; in the data active = activity change below about -80%; inconclusive = between about -30% and that limit;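 also: parasites exposed to compound for two days anaerobically before the ATP read; % is scaled to controls: 0 for no effect and ±100 for the full control effect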
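Giardia lamblia trophozoites (100 cells/well) were incubated with compounds for 48 h at 37 deg C under anaerobic conditions. Viability was read as ATP content by one-step luminescence after 15-30 min at room temperature.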
FLuc counter: firefly luciferase modulation, counter-screen for miR-21 project. Potency, µM (doses to about 57.5 µM), for inactives: at the top dose activity change, negative = inhibition, most hits filed as inhibitors. purified FLuc, Km substrates, luminescence inhibition. P08659. actives 6.9% (n = 360,000);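 also: potency is read from the fitted curve at half-maximal effect; plate controls were vehicle for no effect and reference inhibitor for full effect; nearly all actives have a fitted effect of over 55% in size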
Target sequence (P08659 whole entry, looked up): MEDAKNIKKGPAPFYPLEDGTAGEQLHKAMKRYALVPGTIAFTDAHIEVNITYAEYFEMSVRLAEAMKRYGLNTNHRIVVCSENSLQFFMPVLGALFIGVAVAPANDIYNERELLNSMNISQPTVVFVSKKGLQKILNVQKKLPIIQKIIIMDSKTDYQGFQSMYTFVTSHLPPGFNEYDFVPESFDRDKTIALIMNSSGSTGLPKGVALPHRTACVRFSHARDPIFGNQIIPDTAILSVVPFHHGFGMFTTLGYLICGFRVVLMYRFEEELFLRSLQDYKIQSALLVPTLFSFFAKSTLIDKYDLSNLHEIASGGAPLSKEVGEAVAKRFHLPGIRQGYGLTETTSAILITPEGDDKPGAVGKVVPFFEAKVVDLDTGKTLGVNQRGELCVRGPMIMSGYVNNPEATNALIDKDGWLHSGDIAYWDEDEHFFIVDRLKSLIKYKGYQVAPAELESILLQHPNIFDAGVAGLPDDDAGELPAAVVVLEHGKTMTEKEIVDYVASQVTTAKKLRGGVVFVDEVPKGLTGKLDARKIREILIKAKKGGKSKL
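Purified P. pyralis luciferase (10nM final) with 10uM D-luciferin and 10uM ATP (Km levels) in 50mM Tris acetate pH 7.5, 10mM Mg acetate, 0.01% Tween-20, 0.05% BSA; qHTS 6-point titration, ~60 µM downward; luminescence read.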
NPC1 prom act: activates the NPC1 promoter; Huh7 NPC1 promoter luciferase reporter, 24 h; Potency, µM (doses to about 9.22 µM), for inactives: top-dose activation, usual class: activators; actives 2.4% (n = 320,000);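 also: potency is read from the fitted curve at half-maximal effect; % of control where 0% means no effect; nearly all actives have a fitted effect of over 60% in size; reporter is driven by a mutant NPC1 promoter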
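NPC1 promoter–luciferase Huh7 cells; 24 h compound; luminescence.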
Menin-MLL TR inh: inhibitors of human menin-MLL interaction, mutant MLL peptide | Potency, µM (highest dose often 61.6 µM), inactives show at the top dose FP activity change, negative = inhibition, actives largely listed as inhibitors | actives 0.23% (n = 270,000) | Menin + Texas Red MLL mutant peptide, fluorescence polarization | AID 1768; active = well fitted inhibition curve with a large enough effect in the polarisation, with a control signal flat, not every such curve was filed as active; inconclusive = small, poorly fitted or top-dose-only effect, or effect the other way, or a change in a side signal; inactive = no such curve, though single readings can be large or run the other way; the % refers to the polarisation; also: potency is read from the fitted curve at half-maximal effect; % of control where 0% means no effect; many of its hits are not listed in these tables
Rab9 prom act: Rab9 promoter activation. AID 485297. Potency, µM (series often up to 9.22 µM), inactives show at the highest dose activation, negative = inhibition, actives largely listed as activators. actives 2.8% (n = 320,000). Huh7 Rab9 promoter-luciferase reporter, luminescence, 24 h; also: potency is read from the fitted curve at half-maximal effect; % of control where 0% means no effect; nearly all actives have a fitted effect of over 60% in size
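Huh7 cells stably carrying Rab9 promoter–luciferase reporter, plated 1500 cells/well, compound added after 2 h and incubated 24 h at 37 °C; luciferase luminescence then read after 10 min with detection reagent.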
ELG1 genotox: induces genotoxicity in HEK293T cells with luciferase-tagged ELG1. HEK293T ELG1-luciferase reporter, luminescence, 16 h. Potency, µM (top dose mostly 46 µM), for inactives: at the top dose activity change, positive = activation, usual class: activators. actives 1.3% (n = 330,000); also: potency is read from the fitted curve at half-maximal effect; % of control where 0% means no effect; nearly all actives have a fitted effect of over 60% in size
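Step 1: seed 2,000 HEK293T ELG1-luciferase cells per well. Step 2: add compound or DMSO, incubate 16 hr at 37 °C. Step 3: ONE-Glo, 30 min at room temperature, read luminescence.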
BRCA1 expr up: BRCA1 expression activation | MCF7-BRCA1-FFLuc reporter, luminescence, 48 h; response scale: scaled: vehicle 0%, 10 µM genistein 100% | Potency, µM (titrated, usually from 46.1 µM), inactives show at the highest dose activation, hits mostly activators | actives 1.1% (n = 380,000) | AID 624202; also: potency is read from the fitted curve at half-maximal effect; nearly all actives have a fitted effect of over 80% in size; some results filed as inactive show a strong effect at the top dose
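Using MCF7 cells harboring a BRCA1 firefly luciferase reporter, plated 2 h before compound pinning, the screen measured luminescence after 48 h incubation. Responses were normalized to DMSO and 10 microM genistein, then fitted for concentration-effect.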
* hit, by the source's call; ? = inconclusive; · = not tested or not shown; & = joins results of further samples; [ ] = dose if it differs, or a comment. Unless noted, calls follow the shape of the dose curve; as a rule, active = well fitted curve in the direction sought with a large enough effect; inconclusive = small, poorly fitted or top-dose-only effect, or another doubt; inactive = no such curve, though single readings can be large; an effect the other way counts as inactive or inconclusive.

smiles,VP16 counter,FLuc counter,Giardia killer,RORgamma inh,NPC1 prom act,Rab9 prom act,PKM2 activator,BRCA1 expr up,p53 reactivation,Menin-MLL TR inh,ELG1 genotox
CC(C)(C)C(=O)N1CCC(O)(CS(=O)(=O)Cc2ccccc2)CC1,7%,-2%,-6,2%,-1%,-7%,0%,-4%,4%,1%,7%
CCCCSc1nnc(-c2cc3c(C(F)(F)F)nn(C)c3s2)n1C,-3%,5%,-19,-32%,-5%,4%,2%,-29%,0%,·,1%
CCc1cccc2c(C(=O)CN3C(=O)C(=O)N(C4CCCC4)C3=O)c[nH]c12,·,-6%,3,·,0%,-1%,·,-5%,5%,·,1%
Cc1cccc(C)c1OCC(=O)Nc1ccccc1N1CCCCC1,18µM*,-2%,7,-44%,-4%,0%,-5%,-46%,2%,·,-5%
C=CCOc1ccc(/C=N/NC(=O)CC(=O)NC2CCCCC2)cc1,6%,0%,3,7%,-33%[inhibitor],1%,·,-20%,1%,13%,0%
N=c1c2ccccc2nnn1-c1ccc(C(F)(F)F)cc1,-7%,-4%,-14,-37%,23%,?,-6%,60%,11%,3%,?
CC(=O)Nc1ccc(C(=O)Nc2ccc3c(c2)OCO3)cc1,-5%,?,-10,?,16%,24%,-5%,41%,14%,12%,13%
COc1ccc(NC(C)=O)cc1NC(C)C(=O)Nc1cccc(S(=O)(=O)N2CCOCC2)c1 (configuration not stated),·,4%,-17,·,-4%,-2%,·,2%,0%,·,4%
Nc1cc([N+](=O)[O-])cc2oc(-c3ccccc3)cc12,-1%,19µM*,-23,17%,?,?,·,31%,11%,?,?
COc1cc2oc(=O)cc(-c3ccc(-c4ccc(N(C)C)cc4)cc3)c2c(OC)c1OC,-19%,·,0,?,·,·,·,5%,18%,0%,13%
O=c1oc2ccccc2c(NCc2ccc(Cl)cc2)c1[N+](=O)[O-],0%,3%,-14,31%,11%,0%,?,-15%,2%,·,-1%
CCc1cc(=O)[nH]c(SCc2cccc3ccccc23)n1,-11%,0%,-7,-2%,0%,5%,·,-2%,3%,13%,0%
CC(=O)Nc1nc(C)c(-c2csc(Nc3ccccn3)n2)s1,5%&7%,11µM*,-23&4,?,3.5µM*,1.6µM*,4%&-2%,-21%&-59%,7%&9%,?,8%&15%
CN(Cc1ncc[nH]1)C(=O)c1cc(COc2c(F)cccc2F)on1,18%,0%,8,?,-4%,2%,13%,2%,-1%,0%,1%
O=c1c2cc(Cl)ccc2nc(-c2ccccc2Cl)n1O,20µM*,?,5,?,0%,-3%,-7%,6%,-5%,?,-1%
CC1(C(=O)N2CC3(CC(c4cccc(NC(=O)COc5ccc(Cl)cc5)c4)=NO3)C[C@@H]2C(N)=O)CC1 (some centres not stated),0%,21µM*,-20,26%,3%,0%,-3%,13%,-2%,·,-6%
CC(C(=O)NC(C)(C)C)N(C(=O)CS(=O)CC(=O)Nc1ccc(F)cc1)c1ccccc1F (configuration not stated),9%[10 µM],-1%,-8,6%,-7%,-8%,-4%,20%,-2%,0%,12%
COc1cc2sc(NC(=O)c3ccco3)nc2cc1Cl,-13%,?,-8,-14%,0.71µM*,0.56µM*,·,?,11%,-1%,2.3µM*
Clc1ccc(/C=N/N2CCCCC2)cc1,2%,11µM*,-5,-40%,12%,22%,0%,43%,7%,·,12%
CC(C)OC(=O)C[N+](C)(C)CCN1C(=O)C2C(c3ccccc3)C=CC(c3ccccc3)C2C1=O (configuration not stated),0%,0%,-21,1%,-4%,-2%,-3%,4%,2%,-10%,1%
N/C(Cc1cccs1)=N\OC(=O)COc1ccc(Cl)cc1Cl,?,15µM*,0,14%,28%,23%,0%,11µM*,28%,3%,16µM*
COc1ccc2cc(C3=CCCCC3)ncc2c1,·,0.85µM*,-9,·,2µM*,?,·,2.8µM*,?,·,?
O=C(Nc1ccc(Cl)cc1F)C1CC1,3%,-8%,3,-17%,-1%,1%,-5%,1%,31%,-5%,2%
O=C(CNC(=O)c1ccco1)N/N=C/c1ccc(O)c([N+](=O)[O-])c1,-13%,-1%,-26,-6%,0%,-1%,-3%,0%,-9%,12%,2%
CCCN1CCC(NC(=O)Nc2ccc([N+](=O)[O-])cc2)CC1,2%,0%,-29,-11%,0%,-5%,-6%,-29%,-1%,1%,0%
CC(=O)/C=N/Nc1ccccc1,5%,-6%,7,-6%,0%,-1%,-10%,-3%,0%,0%,8%
O=C(CN1CCN(c2ncc(C(F)(F)F)cc2Cl)CC1)N1CCN(c2ncc(C(F)(F)F)cc2Cl)CC1,-11%,1%,0,-1%,-7%,18%,-7%,-65%,11%,?,-8%
CN(C)c1ccnc(-n2cccc2/C=N/O)c1C#N,7%,2%,6,9%,1%,-1%,-2%,36%,1%,6%,0%
CC(=O)c1ccc(Oc2cc(C)nc(NCc3ccccc3)n2)cc1,-13%,-3%,-2,?,-6%,-2%,-1%,-51%,-3%,7%,-5%
CC(C)(C)OC(=O)CNC(=O)c1[nH]cnc1C(=O)N[C@@H](CCCCNC(=O)OC(C)(C)C)C(=O)OC(C)(C)C,?,0%,?,?,-6%,-5%,-7%,-34%,-6%,·,-7%
COc1cc(NC(=O)C2CCCN(S(=O)(=O)c3ccc4[nH]c(=O)ccc4c3)C2)cc(OC)c1 (configuration not stated),-7%,-1%,17,7%,-2%,0%,·,-28%,-1%,23%,-2%[9.26 µM]
COc1cc(NC(=O)CCS(=O)(=O)c2ccc3c(c2)oc(=O)n3C)cc(OC)c1OC,0%,1%,-3,4%,17%,-1%,·,0%,-3%,·,2%
Cc1oc2c(c1C(=O)NC(Cc1c[nH]c3ccccc13)C(=O)O)CCCC2 (configuration not stated),-1%,-3%,12,?,1%,-6%,1%,-1%,2%,1%,-1%
c1ccc(COc2ccccc2CNCc2cccnc2)cc1,-3%,-2%,2,-25%,0%,-1%,-4%,-13%,1%,-18%,-8%
CCOc1ccc(NC(=O)Cn2cc(C(=O)C3CC3)c3ccccc32)cc1,-7%,0%&3%,0,0%,2%,-11%,-2%,-11%,2%,?,0%
CCN(CC)c1ccc(C(=S)NC2CCCCC2)cc1,14µM*,15µM*,5,8.9µM*,11%,15%,-5%,25%,5%,?,?
Cc1nc(CN2CCN(C(=O)CCc3nnc(Cc4c[nH]c5ccccc45)o3)CC2)cs1,-8%,-2%,-14,25%,-1%,-2%,0%,7%,-1%,-20%,-2%
CCOC(=O)CNc1c(N2CCN(c3ccccn3)CC2)c(=O)c1=O,-5%,10%,19,-2%,2%,-2%,5%,1%,-1%,3%[11.7 µM],-2%
CCOc1cc(NC(=S)NCCOC)c(OCC)cc1NC(=O)c1cccs1,?,2%,2,14µM*,-2%,-12%,-6%,1%,1%,4%,-1%
COc1ccc(Br)cc1S(=O)(=O)N1CCCc2ccccc21,?,3%,7,?,-4%,2%,1%,-15%,·,0%,-6%
COc1ccccc1-n1nc(C(=O)O)c2ccccc2c1=O,9%,?,-7,-5%,3%,-8%,1%,6%,4%,-13%,0%
CC(C)NC(=O)c1onc(CSc2ccc(C(C)C)cc2)c1C(=O)O,20µM*,?,-4,?,2%,-9%,0%,-1%,4%,7%,-3%
N#Cc1cc2c(nc1SCC(O)CS(=O)(=O)Cc1ccc(Cl)cc1)CCCC2 (configuration not stated),7%,-2%,-3,12%,-2%,-14%,-4%,-45%,0%,7%,-6%
C=CCn1c(C)csc1=Nc1ccc(C(C)=O)cc1,-6%,19µM*,-5,7%,?,?,-16%,96%,1%,3%,?
CCOC(=O)/C=C/[C@H]1Cc2ccccc2CO1,·,-17%,-11,·,-5%,-4%,·,4%,0%,·,1%
Cc1nc2c(C#N)c[nH]n2c(=O)c1Cc1ccccc1,-2%,2%,11,26%,0%,2%,1%,23%,-3%,15%,-3%
CCCC[C@@H]1CNC(=O)C(=O)N1CCc1cc(C(F)(F)F)cc(C(F)(F)F)c1,-4%,0%,-10,1%,-7%,0%,-3%,0%,-3%,·,0%
CCCc1cc(=O)[nH]c(SCCN2C(=O)c3ccccc3C2=O)n1,1%,-11%,6,6%,-4%,-1%,-9%,-4%,1%,-10%,-2%
Cc1sc2nc(SCC(=O)O)[nH]c(=O)c2c1C,10%,-15%,7,-3%,-2%,1%,-17%,0%,4%,10%,0%
C=CCOc1cccc(C(=O)Nc2ncn[nH]2)c1,?,-18%,-12,22µM*,9%,5%,1%[11.5 µM],37%,-24%,-1%,1%
O=C(O)Cc1ccc2oc(-c3cccnc3)nc2c1,2%,?,3,-17%,3%,22%,6%,33%,0%,-12%,5%
Cc1csc(NC(=O)C2CCCCC2)n1,-1%,-19%,-2,28%[1.91 µM],29%,?,-7%,84%,·,1%,14%

Not all compounds are listed; the hit share may differ from the screen's.
